Tau FP inhib: inhibitors of human tau fibril formation. K18 P301L tau heparin fibrillization, Alexa594 FP, 6 h. 280,000 tested, 0.39% active. Potency, µM (top dose mostly 57.7 µM), without a hit: at the top dose activity, negative = inhibition, most hits filed as inhibitors. P10636; also: % is scaled to controls: 0 for no effect and ±100 for the full control effect; nearly all actives have a fitted effect of over 55% in size
Target sequence (P10636 561-689 P618L limits assumed): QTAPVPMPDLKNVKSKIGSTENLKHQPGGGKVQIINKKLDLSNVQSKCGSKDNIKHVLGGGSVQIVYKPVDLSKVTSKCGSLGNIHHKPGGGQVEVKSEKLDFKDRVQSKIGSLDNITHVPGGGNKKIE
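Human K18 P301L fragment (15 uM unlabeled plus 0.24 uM Alexa 594-labeled) in 100 mM sodium acetate pH 7 with compound, aggregation induced by 20 uM heparin for 6 hr at 37 C. ThT (30 uM) added for 1 hr, then Alexa 594 FP read.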
Tau ThT inhib: inhibitors of human tau fibril formation, thioflavin T binding | P10636 | recombinant tau K18 P301L, heparin-induced fibrillization, ThT fluorescence | Potency, µM (series often up to 57.4 µM), for inactives: at the top dose activity, negative = inhibition, usual class: inhibitors | 270,000 tested, 2.1% active; also: % is scaled to controls: 0 for no effect and ±100 for the full control effect; nearly all actives have a fitted effect of over 55% in size
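Heparin-induced (20 uM) aggregation of recombinant human K18 P301L tau, 15 uM unlabeled with 0.24 uM labeled, pH 7 acetate buffer, 6 hr at 37 C with compound. Fibrils quantified by 30 uM ThT fluorescence after 1 hr ambient incubation.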
GAA glycogen mod: inhibitors or activators of human alpha-glucosidase glycogen cleavage. 300,000 tested, 0.38% active. P10253. recombinant GAA, glycogen substrate, Amplex Red glucose oxidase fluorescence. Potency, µM (top dose mostly 76.4 µM), for the others: at the top dose activity change, negative = inhibition, hits mostly inhibitors;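 also: 0% = full enzyme reaction and -100% = no-enzyme basal signal; the screen sought inhibitors and activators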
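Recombinant human enzyme (4 nM); glycogen substrate; 37 C, 40 min, pH 5.0. Readout: coupled glucose oxidase/Amplex Red fluorescence.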
Tau fluor cs: counter-screen for tau fibril formation inhibitors | tau K18 P301L (four-repeat tau fragment) Alexa594 fluorescence, heparin fibrillization | Potency, µM (series often up to 57.7 µM), for the others: at the highest dose activity change, negative = decrease | 280,000 tested, 0.93% active; also: % is scaled to controls: 0 for no effect and ±100 for the full control effect; nearly all actives have a fitted effect of over 55% in size
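Human K18 P301L tau (15 uM unlabeled plus 0.24 uM Alexa 594-labeled, final) in 100 mM sodium acetate pH 7 was mixed with compound and 20 uM heparin and incubated 6 hr at 37 C.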
HTT cytoprotect: cytoprotection in Huntington HTT-Q103 PC12 cell model | PC12 HTT-Q103 induced, cytoprotection, ATP luminescence, 40 h | Potency, µM (highest dose often 56.4 µM), for the others: cytoprotection (ATP increase), usual class: activators | 230,000 tested, 0.14% active | AID 1471;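 also: % of control where 0% means no effect; nearly all actives have a fitted effect of over 45% in size; toxic huntingtin expression switched on by the ecdysone agonist tebufenozide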
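Quantitative HTS on tebufenozide-induced (100 nM) PC12 cells expressing HTTQ103 exon 1–GFP; compounds tested as a concentration series; survival measured via cellular ATP.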
aGal spleen mod: inhibits or activates alpha-galactosidase in human spleen homogenate; P06280; human spleen homogenate, 4MU-alpha-Gal fluorescence, 40 min; Potency, µM (series often up to 80 µM), for the others: at the highest dose activity change, negative = inhibition, most hits filed as inhibitors; 240,000 tested, 0.008% active; AID 2107;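 also: 0% = enzyme with vehicle and -100% = no enzyme basal signal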
Target sequence (P06280 32-429 limits assumed): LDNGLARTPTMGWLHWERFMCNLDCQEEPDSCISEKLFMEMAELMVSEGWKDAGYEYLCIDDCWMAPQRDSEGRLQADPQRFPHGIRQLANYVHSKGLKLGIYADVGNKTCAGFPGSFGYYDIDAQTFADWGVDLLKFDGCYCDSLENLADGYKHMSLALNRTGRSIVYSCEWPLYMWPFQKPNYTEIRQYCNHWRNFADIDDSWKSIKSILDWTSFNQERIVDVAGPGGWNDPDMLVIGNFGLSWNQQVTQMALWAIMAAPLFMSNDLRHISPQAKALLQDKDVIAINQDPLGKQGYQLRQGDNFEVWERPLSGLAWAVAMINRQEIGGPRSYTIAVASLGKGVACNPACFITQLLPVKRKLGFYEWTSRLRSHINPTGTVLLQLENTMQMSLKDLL
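Human spleen homogenate (1 ug) was the enzyme source, with 4-methylumbelliferyl-alpha-D-galactopyranoside (1 mM final) in pH 5.0 citrate buffer with 0.01% Tween-20. Compounds were titrated; after 40 min at 37C, NaOH/glycine stop, 4-MU fluorescence read; AC50 from Hill fits.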
aGlu spleen mod: lysosomal alpha-glucosidase (human) modulation | AID 2112 | Potency, µM (titrated, usually from 79.9 µM), for the others: at the highest dose activity change, negative = inhibition, most hits filed as inhibitors | P10253 | 240,000 tested, 0.006% active | human spleen homogenate, 4-MU-alpha-glucoside fluorescence;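 also: 0% = enzyme with vehicle and -100% = no enzyme basal signal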
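Human spleen homogenate (1 ug) incubated with compounds and 1 mM 4-methylumbelliferyl-alpha-D-glucopyranoside in pH 5.0 citrate/phosphate buffer, 37 C, 40 min. Stopped at pH 10; 4-MU fluorescence (Ex 365/Em 440 nm); AC50 by Hill fit.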
GAA inh: blocks human lysosomal alpha-glucosidase; P10253; purified human GAA, 4-MU-alpha-glucoside fluorescence; Potency, µM (doses to about 76.9 µM), inactives show at the highest dose activity change, negative = inhibition, actives largely listed as inhibitors; 200,000 tested, 0.005% active; AID 1466;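 also: plate controls were uninhibited enzyme wells for no effect and no-enzyme background for full effect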
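Fluorogenic assay: 4 nM human alpha-glucosidase with 400 uM 4-methylumbelliferyl-alpha-D-pyranoside in 50 mM citrate/phosphate, 0.005% Tween-20, pH 5.0, 20 min at room temperature. Compounds tested up to 77 uM; AC50 from Hill fits.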
The depositor's hits bear a star; u = inconclusive; x = no result given; [ ] = remark or other dose. Calls follow the shape of the dose curve; as a rule, active = well fitted curve in the direction sought with a large enough effect; inconclusive = small, poorly fitted or top-dose-only effect, or another doubt; inactive = no such curve, though single readings can be large; an effect the other way counts as inactive or inconclusive. Potency is read from the fitted curve at half-maximal effect.

1. CS(=O)(=O)N(CC(=O)NCCSc1ccccn1)c1cccc2ccccc12
2. Cc1ccc(-c2cc(NC(=O)CCl)n(-c3ccccc3)n2)cc1
3. Cc1nc2ccc(NC(=O)N3CCSCC3)cc2nc1C
4. COc1ccccc1NC(=O)CSc1ccc2nnc(-c3ccc(C)cc3)n2n1
5. CCc1ccc2nc(NC3=NCN(CCN4CCOCC4)CN3)nc(C)c2c1
6. O=C(NCc1ccccc1)c1cc(-c2cccc(O)c2)on1

assay / entry	1	2	3	4	5	6
GAA inh	2%	-6%	5%	x	-3%	x
HTT cytoprotect	x	-93%[inhibitor]	13%	2%[10 µM]	4%	-2%[10 µM]
aGlu spleen mod	-8%	-3%	-4%	4%	0%	-2%
Tau fluor cs	-9%	-19%	-4%	-22%	-1%	-9%
GAA glycogen mod	-3%	-9%	3%	16%	12%	-10%
Tau ThT inhib	6%	u	-8%	-17%	-5%	-1%
aGal spleen mod	6%	-3%	5%	1%	9%	3%
Tau FP inhib	3%	-5%	4%	-4%	-8%	-6%

7. Clc1cccc(NCc2nnc(SCc3ccc(Cl)cc3Cl)o2)c1
8. CN(C)S(=O)(=O)c1ccc(C(=O)Nc2cc(=O)n(C)c(=O)n2C)cc1
9. O=C(Nc1cccc(Cl)c1)c1csnn1
10. COc1ccc(N(CC(=O)N2CCCCC2)S(=O)(=O)c2c(C)nn(C)c2C)cc1
11. O=C(NCc1ccccc1)c1ccc(NC(=O)N2CC3CCCN3c3ccccc32)cc1 (stereo not drawn)
12. CCOC(=O)c1sc(N(Cc2ccccc2)C(=O)COC(=O)c2ccccc2O)nc1C

assay / entry	7	8	9	10	11	12
GAA inh	u	-11%	x	u	x	1%
HTT cytoprotect	0%[1.9 µM]	1%[10 µM]	x	-13%	x	19%[10 µM]
aGlu spleen mod	4%	5%	x	-2%	x	0%
Tau fluor cs	u	-2%	-4%	0%	u	-21%
GAA glycogen mod	-11%	2%	-5%[76.3 µM]	-17%	u	13%
Tau ThT inhib	u	2%	-10%	-4%	-9%	-13%
aGal spleen mod	0%	4%	x	4%	x	-3%
Tau FP inhib	3%	-4%	-4%	1%	12%	-7%

13. Cc1cc(C)c2c(n1)nn1c(NCCCN(C)C)cc(C)nc21
14. COc1ccc(C(=O)Nc2ccncc2)cc1OC
15. COc1ccc(-c2nc(C(=O)Nc3cccc(C(C)=O)c3)nn2-c2ccccc2Cl)cc1
16. Cc1c(Cl)cccc1NC(=S)N(CCN(C)C)C(C)c1ccco1 (stereo not drawn)
17. Cc1ccc(C(=O)N2CC3(C(C)C)CN(C(=O)c4ccc(C)cc4)CC(C(C)C)(C2)C3=O)cc1
18. O=C/C=C/c1coc2ccc3ccccc3c2c1=O

assay / entry	13	14	15	16	17	18
GAA inh	u	-4%	x	x	-7%	x
HTT cytoprotect	13%	-2%	x	12%[10 µM]	19%	21%[10 µM]
aGlu spleen mod	u	-1%	x	-1%	7%	3%
Tau fluor cs	-7%	5%	-19%	2%	-15%	u
GAA glycogen mod	-10%	3%	4%[76.3 µM]	-1%	-10%	4%
Tau ThT inhib	-14%	0%	-5%	6%	-13%	14µM*
aGal spleen mod	u	1%	x	3%	16%	-5%
Tau FP inhib	-2%	3%	-5%	-1%	-9%	-9%

19. CCOC(=O)CSc1nc2cc(C(=O)N3CCC(C(N)=O)CC3)ccc2c(=O)n1-c1ccccc1
20. N#CCC(=O)Nc1ccc(C(=O)OCC(=O)c2ccc3c(c2)OCCO3)cc1
21. COC(=O)c1cc(O)c(O)c(O)c1
22. CC1CCCC(NC(=O)Nc2cccs2)C1C (stereo not drawn)
23. CCOCCCn1c(=N)c(S(=O)(=O)c2ccc(C)cc2)cc2c(=O)n3cccc(C)c3nc21
24. Cc1ccc(-c2cc(=O)c3ccc(Cl)cc3[nH]2)cc1

assay / entry	19	20	21	22	23	24
GAA inh	-7%	-7%	0%	-22%	x	x
HTT cytoprotect	-17%	-21%	x	-19%	x	12%[96.6 µM]
aGlu spleen mod	16%	x	-2%	-8%	x	7%[119 µM]
Tau fluor cs	-5%	u	-14%	-23%	-8%	2%[81.3 µM]
GAA glycogen mod	-25%	-5%	u	14µM*	18%[76.3 µM]	-5%
Tau ThT inhib	u	u	-19%	-15%	-6%	-3%[81.4 µM]
aGal spleen mod	19%	1%	-2%	2%	x	-1%[119 µM]
Tau FP inhib	2%	-13%	-4%	10%	3%	2%[81.3 µM]

25. Cc1nn(C(C)(C)C)c(NC(=O)c2ccc(Cl)cc2Cl)c1Br
26. CCC(=O)Nc1cccc(NC(=O)c2ccccc2Cl)c1
27. Cc1ccccc1OCC(=O)N/N=C/c1ccc(N(C)C)cc1
28. c1coc(CNc2nc(-c3cccs3)cs2)c1
29. CCOC(=O)C1(CCOC)CCN(Cc2nc(-c3cccs3)oc2C)CC1
30. CCOc1ccc(C(=O)OC2CCN(C)CC2)cc1

assay / entry	25	26	27	28	29	30
GAA inh	x	2%	9%	-4%	x	-2%
HTT cytoprotect	0%[10 µM]	-20%	2%[10 µM]	-32%[inhibitor]	-6%[10 µM]	0%[10 µM]
aGlu spleen mod	4%	3%	-11%	x	-5%	0%
Tau fluor cs	-1%	-7%	-29%	-25%	-3%	-1%
GAA glycogen mod	x	6%	4%	-9%	15%	6%
Tau ThT inhib	-5%	-6%	u	u	-4%	-2%
aGal spleen mod	-6%	-1%	-3%	6%	3%	-3%
Tau FP inhib	4%	0%	1%	3%	-10%	-2%

31. N/C(Cn1cncn1)=N\NC(=O)C(=O)Nc1ccccc1
32. CCc1sc(C(=O)Nc2ccc(NC(C)=O)cc2)cc1C
33. COc1cc(CNCc2ccccn2)ccc1OCC(=O)NC(C)(C)C
34. NC(=O)c1cccn1Cc1cccc(Cl)c1
35. Cc1ccc2nc(NC(=O)C(NS(=O)(=O)c3cccc4nsnc34)C(C)C)sc2c1 (stereo not drawn)
36. CC(=O)Nc1cccc(C(=O)N/N=C/c2ccc(F)cc2)c1

assay / entry	31	32	33	34	35	36
GAA inh	1%	7%	3%	10%	-10%	u
HTT cytoprotect	-25%	7%[10 µM]	1%[10 µM]	-6%	-10%	-3%[10 µM]
aGlu spleen mod	3%	-5%	-7%	8%	1%	-13%
Tau fluor cs	1%	-17%	-8%	-19%	-27%	-3%
GAA glycogen mod	6%	-8%	2%	5%	6%	6%
Tau ThT inhib	-12%	-13%	-3%	-18%	-6%	-16%
aGal spleen mod	1%	-10%	-2%	12%	2%	-10%
Tau FP inhib	2%	10%	-5%	-1%	-2%	-3%

37. C=CCn1c(SCC(N)=O)nc2scc(-c3ccc(C)o3)c2c1=O
38. CCc1ccc(C(=O)COc2ccc(NC(C)=O)cc2)cc1
39. CC(=O)N1CC2(c3ccccc3)CN(C(C)=O)CC(c3ccccc3)(C1)C2=O
40. CN(C)c1ccc(CNC(=O)CN(C)S(=O)(=O)c2ccc3c(c2)c(=O)n(C)c(=O)n3C)cc1
41. Cn1c(SCC(=O)Nc2ccc3c(c2)OCCO3)nnc1-c1ccco1
42. Cc1ccc(Cl)cc1NC(=O)c1nnn(Cc2ccccc2)c1N

assay / entry	37	38	39	40	41	42
GAA inh	-13%	-9%	4%	x	-2%	x
HTT cytoprotect	-11%	-2%	-40%[inhibitor]	x	6%[10 µM]	x
aGlu spleen mod	-6%	-2%	10%	x	6%	x
Tau fluor cs	-15%	-12%	-8%	-12%	-3%	u
GAA glycogen mod	4%	9%	6%	7%[76.3 µM]	9%	-9%[76.3 µM]
Tau ThT inhib	u	-21%	-2%	-8%	-15%	-2%
aGal spleen mod	-5%	5%	9%	x	8%	x
Tau FP inhib	0%	-5%	-16%	-7%	4%	u

43. Cc1nc2ncnn2c(C)c1CCC(=O)NCc1ccco1
44. Cc1ccnc(NC(=O)c2cc3c(=O)oc4ccc(C)cc4c3s2)c1
45. CCn1c(CNc2ccc(Cl)cc2)nnc1SCC(=O)NCc1ccccc1
46. OC(COc1ccc(CN2CCCCO2)cc1)CN1CCCCC1 (stereo not drawn)
47. N#Cc1ccccc1Cn1c(=O)n(Cc2ccc(C(=O)NC3CCN(Cc4ccccc4)CC3)cc2)c(=O)c2ccccc21
48. O=C(Cn1cnc2ccccc21)N/N=C/c1cccs1

assay / entry	43	44	45	46	47	48
GAA inh	3%	x	-7%	11%	x	1%
HTT cytoprotect	-2%	-27%[10 µM]	-11%	7%[10 µM]	x	u
aGlu spleen mod	-1%	3%	11%	4%	x	-6%
Tau fluor cs	3%	-3%	-16%	3%	-2%	-13%
GAA glycogen mod	10%	0%	1%	-3%	11%[76.3 µM]	0%
Tau ThT inhib	-8%	x	-14%	-2%	3%	-7%
aGal spleen mod	-3%	7%	5%	3%	x	2%
Tau FP inhib	-2%	6%	5%	7%	-9%	-11%

49. O=C1c2ccccc2NC(c2ccc(O)cc2)N1/N=C/c1ccc(O)cc1 (stereo not drawn)
50. COc1cccc2cc3c(=O)oc4ccccc4c3nc12
51. C#CCOCCOCCOCCNc1nc(N2CCN(C(=O)[C@H](CCCCN)n3cc([C@@H](N)CO)nn3)CC2)nc(N2CCN(C(=O)[C@H](Cc3cc4ccccc4[nH]3)n3cc([C@@H](N)Cc4ccc(O)cc4)nn3)CC2)n1
52. Cc1cccc(N(CC(=O)Nc2c(C)n(C)n(-c3ccccc3)c2=O)S(C)(=O)=O)c1

assay / entry	49	50	51	52
GAA inh	-8%	14%	x	-1%
HTT cytoprotect	28%[10 µM]	-71%[inhibitor]	-5%[10 µM]	-6%
aGlu spleen mod	-3%	-5%	-14%	-2%
Tau fluor cs	-23%	-14%	-10%	-3%
GAA glycogen mod	-1%	-9%	-8%	-1%
Tau ThT inhib	-3%	-6%	-5%	-5%
aGal spleen mod	-8%	1%	3%	0%
Tau FP inhib	u	-1%	-3%	0%
